Screening data as filed in PubChem BioAssay.
HTR5A ag ctr = HTR5A agonists in luminescence cell assay, primary screen, counter-screen for OPRM1-OPRD1 heterodimer agonist project, full-deck HTS; 5-hydroxytryptamine receptor 5A (Homo sapiens), P47898; cell-based; activation, % at 9.3 µM; 340,000 compounds, 0.61% hits; in the data active = activation mostly above about 9.5%, no sharp cut-off; inactive = mostly below about 7.6%;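 note: 0% = cells with vehicle only and 100% = reference agonist; strong numbers were not always called active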
SR-BI DiI inh = inhibitors of SR-BI mediated HDL lipid uptake, primary screen, ldlA[mSR-BI] cells, fluorescence, single point. inhibition, % at 12.5 µM. ldlA[mSR-BI] CHO cells, DiI-HDL uptake fluorescence, 3 h. 320,000 compounds, 0.96% hits;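 active = mean replicate inhibition of at least 70% and a set share of replicates each scoring 70 or more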;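 note: 0% = median of neutral control wells and 100% = median of positive control wells; values of inactives mirror those of a sister screen read the other way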
Target sequence (Q61009 whole entry, looked up): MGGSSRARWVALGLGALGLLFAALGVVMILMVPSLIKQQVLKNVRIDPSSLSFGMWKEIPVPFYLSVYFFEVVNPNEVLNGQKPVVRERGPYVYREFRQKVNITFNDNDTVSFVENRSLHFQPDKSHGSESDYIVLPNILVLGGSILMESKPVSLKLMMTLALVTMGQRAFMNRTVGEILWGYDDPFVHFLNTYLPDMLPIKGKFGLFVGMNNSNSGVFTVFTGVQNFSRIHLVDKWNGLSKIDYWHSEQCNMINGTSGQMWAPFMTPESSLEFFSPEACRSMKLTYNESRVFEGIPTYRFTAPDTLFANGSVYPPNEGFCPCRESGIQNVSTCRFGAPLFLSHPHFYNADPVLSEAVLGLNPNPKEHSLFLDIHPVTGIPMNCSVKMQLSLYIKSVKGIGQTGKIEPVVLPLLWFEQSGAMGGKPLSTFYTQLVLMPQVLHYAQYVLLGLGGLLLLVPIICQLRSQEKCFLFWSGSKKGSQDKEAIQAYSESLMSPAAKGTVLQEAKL
dFosB act = activators of delta FosB homodimer, primary screen, biochemical, fluorescence polarization, TAMRA-CDK5 oligo, single point. AID 493131, 2011. 340,000 compounds, 0.99% hits. purified delta FosB; percent of positive-control signal above neutral wells. activation, % at 25 µM;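 active = mean activation above about 17%, with every replicate also reaching it, limit read from the data, passing the limit was not always enough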;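 note: fluorescence polarization rise as delta FosB binds a TAMRA Cdk5 AP-1 oligo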
Target sequence (P13346 whole entry, looked up): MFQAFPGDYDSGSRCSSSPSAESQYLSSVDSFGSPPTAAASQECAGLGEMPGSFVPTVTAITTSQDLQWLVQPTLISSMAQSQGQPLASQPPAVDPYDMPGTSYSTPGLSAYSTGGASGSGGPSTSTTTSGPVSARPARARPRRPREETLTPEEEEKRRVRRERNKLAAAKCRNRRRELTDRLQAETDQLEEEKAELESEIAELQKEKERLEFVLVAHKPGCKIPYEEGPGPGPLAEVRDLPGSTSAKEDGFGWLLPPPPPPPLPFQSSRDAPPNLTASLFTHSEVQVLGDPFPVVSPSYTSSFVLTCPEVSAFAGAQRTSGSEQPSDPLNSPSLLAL
Rtt109 Vps75 = inhibitors of C. albicans Rtt109/Vps75 HAT, primary screen, biochemical, ThioGlo CoA-SH fluorescence, plate reader; Histone acetyltransferase RTT109 (Candida albicans (strain SC5314 / ATCC MYA-2876)), …; purified Rtt109/Vps75, 4 h; inhibition, % at 34.9 µM; 330,000 compounds, 0.16% hits; AID 540336, 2011;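 active = inhibition of at least 50% in every replicate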
PvdQ acylase = P. aeruginosa PvdQ acylase inhibitors, primary screen, biochemical, fluorescence, plate reader and imaging, single point. purified PvdQ acylase. inhibition, % at 10 µM. 340,000 compounds, 0.063% hits; in the data active = inhibition above about 30%, passing the limit was not always enough;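 note: 0% = vehicle neutral wells and 100% = reference inhibitor wells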
Wnt act = Wnt/beta-catenin pathway activators, primary screen, cell-based, plate reader, single point | activation, % at 9.35 µM | Wnt/beta-catenin reporter cell assay, activator | 300,000 compounds, 1.2% hits; in the data active = activation above about 30%, passing the limit was not always enough;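 note: 0% = neutral control wells and 100% = positive control wells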
CDK5 p35 inh = inhibitors of human CDK5/p35 kinase, primary screen, biochemical, single concentration | inhibition, % at 10 µM | 330,000 compounds, 0.01% hits | AID 488839, 2010 | Cyclin-dependent kinase 5 (Homo sapiens) + Cyclin-dependent kinase 5 activator 1 (Homo … | Recombinant CDK5/p35, ADP-Glo luminescence, 60 min;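 active = highest replicate inhibition of at least 50% and at least 75% of replicates reaching 50%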;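 note: plate controls were DMSO neutral control for no effect and GW8510 at 10 µM for full effect; many of its hits are not listed in these tables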
SR-BI uptake up = activators of SR-BI mediated DiI-HDL uptake, primary screen, ldlA[mSR-BI] CHO cells, DiI fluorescence; 3 h; 100 = double the neutral-control signal; activation, % at 12.5 µM; 320,000 compounds, 0.096% hits;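 active = mean replicate activation of at least 60% and every replicate at or above 60%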;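 note: 0% = median plate neutral-control signal and 100% = twice that signal; values of inactives mirror those of a sister screen read the other way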
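material = CHO ldlA[mSR-BI] cells | medium = Ham's F12 with 0.5% BSA, HEPES 25 mM, pH 7.4 | reagent = fluorescent DiI-HDL, 10 µg/mL final | compound dosing = single-point compound dose | incubation = 3 h, 37 °C | measured by = bottom-read fluorescence, 550/595 nm | measure = HDL uptake via cellular fluorescence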
MITF act = activators of MITF-driven TRPM1 promoter reporter, primary screen, cell-based, SK-MEL-5, luciferase, single point | SK-MEL-5 TRPM1-promoter luciferase, 24 h; % of positive control, neutral wells = 0 | activation, % at 12.5 µM | 300,000 compounds, 0.75% hits;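 active = mean activation of at least 80% with every replicate also reaching 80%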;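 note: 0% = neutral control wells and 100% = parthenolide positive control wells; values of inactives mirror those of a sister screen read the other way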
RTF Ca sens act = cardiac RTF calcium sensitivity activators, primary screen, biochemical, IANBD-TnC fluorescence, EC20 calcium; Troponin I, cardiac muscle (Homo sapiens) + Troponin T, cardiac muscle (Homo sapiens) + …; IANBD-labeled TnC RTF fluorescence at EC20 calcium; 0% EC20 calcium, 100% full calcium; activation, % at 7.2 µM; 340,000 compounds, 0.24% hits; AID 493008, 2010;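 active = activation above the mean over all tested compounds plus 3 SD, cut at about 30% in these data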;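 note: rise in fluorescence read as greater calcium sensitivity of cardiac thin filaments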
Starred values were filed as active, the others as inactive.

How did Cc1nn(-c2ccccc2)c2c1c(C)c(CCC(=O)NCC1CCCO1)c(=O)n2C (stereo not given) do in these assays?
HTR5A ag ctr: 1; SR-BI DiI inh: -1; dFosB act: -10; Rtt109 Vps75: 0; PvdQ acylase: -13; Wnt act: 2; SR-BI uptake up: 1; MITF act: 3; RTF Ca sens act: 0

How did Cc1nc(NCC2CC2)c2nnn(Cc3ccccc3)c2n1 do in these assays?
HTR5A ag ctr: 2; SR-BI DiI inh: 9; dFosB act: -1; Rtt109 Vps75: 2; PvdQ acylase: -22; Wnt act: -1; CDK5 p35 inh: -0.6; SR-BI uptake up: -9; MITF act: 6; RTF Ca sens act: 4

What do the screens show for `CCCc1cc(C(N)=O)c(NC(C)=O)s1`?
HTR5A ag ctr: 6; SR-BI DiI inh: -13; dFosB act: 1; Rtt109 Vps75: 1; PvdQ acylase: -25; CDK5 p35 inh: -0.1; SR-BI uptake up: 13; MITF act: -3; RTF Ca sens act: 12

What do the screens show for `COc1ccc(/C=N/NC(=O)c2cccc(NC(=O)c3ccc(F)cc3)c2)c(C(=O)O)c1OC`?
HTR5A ag ctr: 7; SR-BI DiI inh: 49; dFosB act: -4; Rtt109 Vps75: 1; PvdQ acylase: 5; Wnt act: 0; CDK5 p35 inh: 1.3; SR-BI uptake up: -49; MITF act: -8; RTF Ca sens act: 10

How did CCOc1cccc(-c2c(C(=O)N/N=C(\C)c3ccccn3)nnn2-c2nonc2N)c1 do in these assays?
HTR5A ag ctr: -2; SR-BI DiI inh: 34; dFosB act: -12; Rtt109 Vps75: -7; PvdQ acylase: -25; Wnt act: -3; CDK5 p35 inh: -0.3; SR-BI uptake up: -34; MITF act: -61; RTF Ca sens act: 2

How did Cc1cc(C(=O)Nc2c(C)n(C)n(-c3ccccc3)c2=O)on1 do in these assays?
HTR5A ag ctr: 5; SR-BI DiI inh: -17; dFosB act: 4; Rtt109 Vps75: 9; PvdQ acylase: -4; Wnt act: -1; CDK5 p35 inh: 0.3; SR-BI uptake up: 17; RTF Ca sens act: 5

How did Cn1c(COc2ccccc2)nnc1SCC(=O)Nc1nnc(C2CC2)s1 do in these assays?
HTR5A ag ctr: 2; SR-BI DiI inh: -18; dFosB act: -7; Rtt109 Vps75: 0; PvdQ acylase: -13; Wnt act: 4; CDK5 p35 inh: -1.6; SR-BI uptake up: 18; MITF act: 1; RTF Ca sens act: 4

Results for Cc1cc(N2CCOCC2)ccc1/C=C1\NC(=O)N(CC(=O)Nc2ccc(F)cc2)C1=O ?
HTR5A ag ctr: -3; SR-BI DiI inh: 67; dFosB act: 10; PvdQ acylase: -6; Wnt act: 14; CDK5 p35 inh: -0.9; SR-BI uptake up: -67; MITF act: 33; RTF Ca sens act: -4

What do the screens show for `CCOC(=O)C1CCN(c2c(NCc3ccc(C(=O)Nc4ccc(C)cc4)cc3)c(=O)c2=O)CC1`?
HTR5A ag ctr: -2; SR-BI DiI inh: 64; dFosB act: 2; Rtt109 Vps75: -4; PvdQ acylase: 3; Wnt act: 3; CDK5 p35 inh: 1.0; SR-BI uptake up: -64; MITF act: 4; RTF Ca sens act: -1

Results for Cc1ccc(/C=C2/C(=O)N=C(N)N2C)s1 ?
HTR5A ag ctr: 2; SR-BI DiI inh: -2; dFosB act: -3; Rtt109 Vps75: -4; PvdQ acylase: 5; Wnt act: -3; CDK5 p35 inh: -0.9; SR-BI uptake up: 2; MITF act: 1; RTF Ca sens act: 6

What do the screens show for `CCc1nnc(N/N=C/c2ccc(O)c(OC)c2)n1N`?
HTR5A ag ctr: -1; SR-BI DiI inh: -7; dFosB act: -6; Rtt109 Vps75: 3; PvdQ acylase: -13; Wnt act: -1; CDK5 p35 inh: -1.5; SR-BI uptake up: 7; RTF Ca sens act: 4

What do the screens show for `CC1(C)C=Cc2c(ccc3c2OC[C@@H](c2ccc(O)cc2O)C3)O1`?
HTR5A ag ctr: 5; SR-BI DiI inh: -2; dFosB act: 1; Rtt109 Vps75: 14; PvdQ acylase: 5; Wnt act: 0; CDK5 p35 inh: 1.4; SR-BI uptake up: 2; MITF act: 51; RTF Ca sens act: 3

Results for O=C1CC(C(=O)Nc2ccc(Cl)cc2)S/C(=N\N=C\c2ccco2)N1 (stereo not given) ?
HTR5A ag ctr: -2; SR-BI DiI inh: 8; dFosB act: 45*; Rtt109 Vps75: -6; PvdQ acylase: 1; Wnt act: 1; CDK5 p35 inh: 1.1; SR-BI uptake up: -8; MITF act: 2; RTF Ca sens act: -2

Results for CCc1ccc(NC(=O)CSCCN2C(=O)c3ccccc3C2=O)cc1 ?
HTR5A ag ctr: 1; SR-BI DiI inh: -41; dFosB act: -13; Rtt109 Vps75: -2; PvdQ acylase: -7; Wnt act: -2; CDK5 p35 inh: 0.5; SR-BI uptake up: 41; MITF act: 6; RTF Ca sens act: -3

What do the screens show for `CCOc1ccc(NC(=S)N2CCN(S(=O)(=O)c3ccc(OC)cc3)CC2)cc1`?
HTR5A ag ctr: 0; SR-BI DiI inh: 12; dFosB act: 0; Rtt109 Vps75: -8; PvdQ acylase: -8; Wnt act: -3; CDK5 p35 inh: 0.7; SR-BI uptake up: -12; MITF act: 1; RTF Ca sens act: 4

What do the screens show for `COCC1CCCN(C(=O)c2cc(COc3ccc(C(C)=O)cc3)on2)C1` (stereo not given)?
HTR5A ag ctr: 6; SR-BI DiI inh: 14; dFosB act: -5; Rtt109 Vps75: 1; PvdQ acylase: -12; Wnt act: 36*; CDK5 p35 inh: 0.0; SR-BI uptake up: -14; MITF act: 47; RTF Ca sens act: 1

What do the screens show for `COc1ccc2ccccc2c1/C=N/n1cnnc1`?
HTR5A ag ctr: -2; SR-BI DiI inh: -15; dFosB act: -8; Rtt109 Vps75: 2; PvdQ acylase: 0; Wnt act: -1; CDK5 p35 inh: 0.2; SR-BI uptake up: 15; RTF Ca sens act: -1

Results for Cc1cc(/C=C2\SC(=O)N(C)C2=O)c(C)n1-c1ccc(S(N)(=O)=O)cc1 ?
HTR5A ag ctr: -1; SR-BI DiI inh: 15; dFosB act: 4; Rtt109 Vps75: 1; PvdQ acylase: -9; Wnt act: 0; CDK5 p35 inh: 0.7; SR-BI uptake up: -15; MITF act: 36; RTF Ca sens act: 5

What do the screens show for `Cc1cccc(C)c1NC(=O)C1(N(C(=O)c2ccccn2)c2ccc(O)cc2)CCCCC1`?
HTR5A ag ctr: 2; SR-BI DiI inh: -7; dFosB act: -4; Rtt109 Vps75: -4; PvdQ acylase: -14; Wnt act: -5; CDK5 p35 inh: -0.4; SR-BI uptake up: 7; MITF act: 16; RTF Ca sens act: 3

How did Cc1oc(-c2ccc(Cl)cc2)[n+]([O-])c1C do in these assays?
HTR5A ag ctr: 1; SR-BI DiI inh: -19; dFosB act: -1; Rtt109 Vps75: 3; PvdQ acylase: 0; Wnt act: 0; CDK5 p35 inh: -0.7; SR-BI uptake up: 19; MITF act: 8; RTF Ca sens act: 2

Quoted at random: two compounds from above
What do the screens show for `CCOc1ccc(NC(=S)N2CCN(S(=O)(=O)c3ccc(OC)cc3)CC2)cc1`?
HTR5A ag ctr: 0; SR-BI DiI inh: 12; dFosB act: 0; Rtt109 Vps75: -8; PvdQ acylase: -8; Wnt act: -3; CDK5 p35 inh: 0.7; SR-BI uptake up: -12; MITF act: 1; RTF Ca sens act: 4

How did Cc1nc(NCC2CC2)c2nnn(Cc3ccccc3)c2n1 do in these assays?
HTR5A ag ctr: 2; SR-BI DiI inh: 9; dFosB act: -1; Rtt109 Vps75: 2; PvdQ acylase: -22; Wnt act: -1; CDK5 p35 inh: -0.6; SR-BI uptake up: -9; MITF act: 6; RTF Ca sens act: 4

Next structures:
How did COC(=O)Nc1ccc2c(c1)N(C(=O)CCN1CCN3CCCC3C1)c1ccccc1S2 (stereo not given) do in these assays?
HTR5A ag ctr: -2; SR-BI DiI inh: 6; dFosB act: -3; Rtt109 Vps75: 8; PvdQ acylase: -2; CDK5 p35 inh: -7.2; SR-BI uptake up: -6; MITF act: 4; RTF Ca sens act: -3

Results for COc1ccc(C(=O)Nc2ccc(-c3n[nH]c(=S)o3)cc2)cc1OC ?
HTR5A ag ctr: 0; SR-BI DiI inh: 41; dFosB act: -6; Rtt109 Vps75: -2; PvdQ acylase: -1; Wnt act: 2; CDK5 p35 inh: -1.0; SR-BI uptake up: -41; MITF act: 2; RTF Ca sens act: 1

Results for Nn1c(SCC(=O)NCCC2=CCCCC2)nnc1C(F)(F)F ?
HTR5A ag ctr: -3; SR-BI DiI inh: -9; dFosB act: -4; Rtt109 Vps75: -4; PvdQ acylase: -9; Wnt act: 0; CDK5 p35 inh: 0.6; SR-BI uptake up: 9; MITF act: -8; RTF Ca sens act: 4

Results for Cc1nc2ccccc2nc1OCc1cccc(Cl)c1 ?
HTR5A ag ctr: -2; SR-BI DiI inh: 28; dFosB act: -6; Rtt109 Vps75: 3; PvdQ acylase: 2; CDK5 p35 inh: 1.2; SR-BI uptake up: -28; MITF act: 8; RTF Ca sens act: -2

Results for COc1ccc(/C(C)=N/Nc2ccc(F)cc2F)c(O)c1 ?
HTR5A ag ctr: 3; SR-BI DiI inh: 12; dFosB act: 0; Rtt109 Vps75: -7; PvdQ acylase: 2; Wnt act: 2; CDK5 p35 inh: 1.8; SR-BI uptake up: -12; MITF act: 20; RTF Ca sens act: 0

How did O=C(/C=C/c1ccccc1)Nn1cnc2ccccc2c1=O do in these assays?
HTR5A ag ctr: -2; SR-BI DiI inh: -7; dFosB act: -3; Rtt109 Vps75: -3; PvdQ acylase: -14; Wnt act: 5; CDK5 p35 inh: 1.1; SR-BI uptake up: 7; MITF act: 17; RTF Ca sens act: -4

What do the screens show for `CC(c1ccco1)N(C(=O)c1cccc(Br)c1)c1ccccn1` (stereo not given)?
HTR5A ag ctr: 6; dFosB act: -10; Rtt109 Vps75: 3; PvdQ acylase: -23; Wnt act: -2; CDK5 p35 inh: -5.2; MITF act: 17; RTF Ca sens act: 0

How did CCC(CC)C(=O)Nc1cccc(C(=O)NCCc2ccc(S(N)(=O)=O)cc2)c1 do in these assays?
HTR5A ag ctr: 1; SR-BI DiI inh: 22; dFosB act: -16; Rtt109 Vps75: -3; PvdQ acylase: -17; CDK5 p35 inh: 6.6; SR-BI uptake up: -22; MITF act: -4; RTF Ca sens act: 14

How did COC(=O)c1ccc(NC(=O)CN2C(=O)C3C4C=CC(C4)C3C2=O)cc1 (stereo not given) do in these assays?
HTR5A ag ctr: 0; SR-BI DiI inh: -21; dFosB act: -3; Rtt109 Vps75: 1; PvdQ acylase: 1; Wnt act: -2; CDK5 p35 inh: 3.8; SR-BI uptake up: 21; MITF act: 2; RTF Ca sens act: -5
